rCAG binder = binds r(CAG) RNA repeats | r(CAG) RNA repeat, TO-PRO-1 dye displacement fluorescence | inhibition, % at 3 µM | 370,000 tested, 1.3% active;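 active means inhibition above the plate cutoff, the mean of all test compounds on that plate plus 3 SD, cut at about 35% in these data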;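 further: 0% = DMSO alone and 100% = 100 µM mitoxantrone as full dye displacement; higher means more dye released from RNA so lower well fluorescence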
TCR CD3 inh = blocks the human TCR-CD3 interaction; TAMRA-labeled TCR probe fluorescence, biochemical; inhibition, % at 9.4 µM; 360,000 tested, 0.37% active; AID 651800; in the data active means inhibition above about 19%;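 further: recombinant mutant TCR 2C K166C tagged with TAMRA read by polarization; 0% = receptor in buffer alone and 100% = receptor with positive control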
PRMT1 inh = PRMT1 (human) inhibition, primary screen | Q99873 | recombinant PRMT1, activity-based probe fluorescence polarization | inhibition, % at 2.79 µM | 370,000 tested, 1.3% active;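 active means inhibition above about 21% made by adding two undisclosed values, limit read from the data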
Target sequence (Q99873 whole entry, looked up): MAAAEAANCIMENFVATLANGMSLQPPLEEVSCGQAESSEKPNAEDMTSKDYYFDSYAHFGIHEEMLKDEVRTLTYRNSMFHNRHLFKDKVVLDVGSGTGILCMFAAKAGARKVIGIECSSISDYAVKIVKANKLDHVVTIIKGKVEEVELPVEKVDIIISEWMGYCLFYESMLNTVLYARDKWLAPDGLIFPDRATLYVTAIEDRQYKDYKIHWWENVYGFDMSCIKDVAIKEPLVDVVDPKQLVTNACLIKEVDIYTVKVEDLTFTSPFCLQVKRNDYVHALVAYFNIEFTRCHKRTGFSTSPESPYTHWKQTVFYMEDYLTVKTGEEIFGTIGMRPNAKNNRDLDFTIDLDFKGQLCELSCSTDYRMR
PG9 binder = small molecules binding HIV-1 gp120 antibody PG9; 360,000 tested, 0.43% active; inhibition, % at 6.7 µM; AID 624416; TR-FRET gp120-PG9 antibody binding; in the data active means inhibition above about 8.5%
ABHD4 inh = inhibitors of mouse ABHD4 | Q8VD66 | purified mABHD4, FP-Rh probe fluorescence polarization | inhibition, % at 8.92 µM | 370,000 tested, 0.54% active | AID 720543;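 active means inhibition exceeding the mean over every tested compound plus 3 SD, cut at about 30% in these data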;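 further: 0% = plate median of compound wells and 100% = S159A mutant with DMSO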
Target sequence (Q8VD66 whole entry, looked up): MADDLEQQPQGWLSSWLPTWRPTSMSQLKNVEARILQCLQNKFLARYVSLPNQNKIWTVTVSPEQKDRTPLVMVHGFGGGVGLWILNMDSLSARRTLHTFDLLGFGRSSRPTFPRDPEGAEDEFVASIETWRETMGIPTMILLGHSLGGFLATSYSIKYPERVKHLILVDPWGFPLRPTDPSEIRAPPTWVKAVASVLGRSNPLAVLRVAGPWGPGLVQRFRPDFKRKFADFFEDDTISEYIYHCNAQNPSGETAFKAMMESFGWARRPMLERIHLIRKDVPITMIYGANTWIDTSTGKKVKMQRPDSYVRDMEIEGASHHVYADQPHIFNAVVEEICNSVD
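Assay system: mouse ABHD4 enzyme, wild type / Also added: fluorescent activity-based probe FP-Rh / Doses: single nominal dose of 8.92 µM, 0.89% DMSO final / Timing: 45 min compound pre-incubation plus 60 min probe step, 25 °C / Signal: FP readout, ex 525 nm / em 598 nm / Control set: S159A mutant/DMSO as 100%, compound-well median as 0%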
UHRF1 MBD2 ctr = blocks human UHRF1 binding to methylated DNA; Q96T88; UHRF1 binding to methylated oligo, TR-FRET; inhibition, % at 4.4 µM; 370,000 tested, 0.75% active; in the data active means inhibition above about 21%;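 further: UHRF1 SRA domain binding a hemimethylated CpG hairpin DNA probe; 0% = median of test compound wells and 100% = reference inhibitor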
HTRA1 inh = blocks human HTRA1 serine peptidase | recombinant HTRA1, FP-rhodamine activity-based probe, fluorescence polarization | AID 504803 | 340,000 tested, 0.5% active | Q92743 | inhibition, % at 5.96 µM; in the data active means inhibition above about 36%;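 further: 0% = enzyme with DMSO and 100% = wells lacking enzyme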
LEDGF integ inh = blocks HIV-1 LEDGF/p75-dependent DNA integration; 370,000 tested, 0.64% active; TR-FRET IN-LEDGF/p75 DNA integration, Eu/Cy5; inhibition, % at 3.7 µM;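 active means inhibition above the screen-wide mean plus 3 SD, cut at about 13% in these data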;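 further: signal is the Cy5 over europium emission ratio at 671 and 618 nm; 0% = plate median of compound wells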
MBD2 DNA inh = blocks human MBD2 binding to methylated DNA | AID 686964 | Q9UBB5 | TR-FRET, MBD2 binding to methylated oligonucleotide | 370,000 tested, 0.31% active | inhibition, % at 4.4 µM; in the data active means inhibition above about 13%
Rev-erbA mod = Rev-erb alpha (human) modulation | P20393 | Rev-erbα–FITC-DNA binding, fluorescence polarization, 90 min | activity, % at 10 µM | 370,000 tested, 0.79% active;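 active means activity above about 14%, limit read from the data; passing the limit was not always enough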;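 further: 0% = DMSO wells with 35 nM protein and 100% = DMSO wells with 750 nM protein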
* = called active by the depositor; . = not tested or not shown.

SMILES | rCAG binder | TCR CD3 inh | PRMT1 inh | PG9 binder | ABHD4 inh | UHRF1 MBD2 ctr | HTRA1 inh | LEDGF integ inh | MBD2 DNA inh | Rev-erbA mod
COc1ccccc1C(=O)N/C(=C\c1cn(S(=O)(=O)N(C)C)c2ccccc12)C(=O)N1CCCCC1 | -2 | 1 | -1 | 1.9 | 4 | -1 | -3 | -2 | -8 | 6
CC(=O)Nc1cc(-c2cccc(C(=O)N(C)C)c2)cn2c(-c3ccc(C(C)=O)cc3)cnc12 | 7 | -2 | 0 | 0.0 | -4 | -3 | . | -2 | 14* | -1
O=C1NC[C@@H](CCCCN2CCN(CCc3ccccc3)C(=O)C2=O)N(CC2CCCCC2)C1=O | 1 | 6 | -4 | -0.2 | -3 | -1 | . | -5 | -7 | 1
CCOC(=O)N1CCN(C(=O)CSc2nc3c([nH]c4ccccc43)c(=O)n2CC)CC1 | -4 | -1 | 2 | -1.5 | 3 | 3 | -2 | -1 | 3 | 3
C[C@H](NC(=O)[C@@H]1Cc2ccccc2CN1)C(=O)NC[C@H]1CC[C@H](C(=O)O)CC1 | -3 | -7 | 1 | -0.6 | 4 | -1 | 2 | 0 | 4 | -3
COc1cc(C)ccc1OCc1cc(C(=O)N(Cc2c(C)nn(C)c2C)C2CC2)no1 | 11 | 1 | -1 | -0.1 | 0 | -2 | 1 | -1 | -8 | -3
COc1cccc(CN2CCCC(N3CCc4ccccc4C3)C2)c1O (configuration not stated) | -9 | -8 | -1 | 0.6 | 2 | 2 | 2 | 3 | -1 | -9
O=C(COC(=O)/C=C/c1ccc(C(F)(F)F)cc1)NC1CC1 | -4 | 4 | 3 | 1.2 | 4 | 3 | 0 | -1 | -1 | 3
COc1ccc(C(=O)OCc2ccccc2F)cc1S(=O)(=O)N1CCCC1 | -2 | -6 | 2 | 2.2 | -1 | -2 | -15 | -4 | -5 | 5
CN(CCc1cnn(C)c1)Cc1nc(Cc2ccccc2)no1 | -8 | -8 | 5 | -0.9 | 3 | -3 | -3 | -1 | -4 | 2
O=C(Nc1c(-c2ccccc2)nc2ncccn12)c1ccccc1 | 6 | . | 1 | . | 4 | -1 | . | -2 | 5 | -1
Cc1ccc(S(=O)(=O)NCC(=O)NCc2cc(=O)n(C)c(=O)n2C)cc1 | 2 | 5 | -5 | -1.1 | -5 | -1 | -2 | -2 | -6 | -3
CC(C)(C)C(c1nc2ccccc2[nH]1)n1c(Cc2csc3ccccc23)nc2ccccc21 (configuration not stated) | 6 | 5 | -3 | 3.7 | -15 | -1 | . | -1 | -9 | -3
CC(=O)N1CCc2cc(S(=O)(=O)NCCC3=CCCCC3)ccc21 | 1 | 5 | 1 | -0.7 | 3 | 0 | -6 | 0 | -2 | -7
Cc1cc(=O)oc2cc(OCC(=O)NCc3ccncc3)ccc12 | -4 | 5 | 1 | -0.9 | 2 | 1 | 0 | -4 | 3 | -6
CCc1ccc(C(=O)NNC(=O)CN2C(=O)NC3(CCCC3)C2=O)cc1 | 3 | 4 | 4 | 2.0 | 1 | -2 | 4 | 0 | -7 | -1
CCOc1cc(C(=S)N2CCOCC2)ccc1OC(=O)/C=C/c1ccc(OC)c(OC)c1 | -3 | 0 | 2 | 1.9 | -2 | -2 | 1 | -2 | -4 | 1
COc1ccc(NC(=S)N2CCN(S(=O)(=O)c3ccc(C)cc3)CC2)cc1 | 0 | 2 | -3 | -1.7 | 1 | 0 | 1 | -4 | 0 | 0
CCOC(=O)C1CCN(C(=O)c2cnn3c(C)cc(C)nc23)CC1 | -1 | -1 | 1 | 0.2 | 3 | 2 | 0 | 4 | 3 | 5
CC(NC(=O)/C=C/c1ccccc1)c1ccccc1 (configuration not stated) | -2 | 5 | -1 | -0.7 | -4 | -2 | 1 | 1 | 1 | -4
O=C(Nc1cc(C(F)(F)F)ccc1-n1cncn1)c1ccc(-c2ccccc2)cc1 | -1 | 3 | 1 | 1.2 | 4 | 2 | -9 | 0 | 3 | 3
Cc1ccc2[nH]c(=O)c3cc(C(=O)NCCN4CCN(C)CC4)sc3c2c1 | 8 | -2 | 6 | -1.0 | 1 | -2 | -3 | 2 | 4 | -6
CCOC(=O)C(Cc1ccccc1)CP(=O)(OC)[C@@H](C)NC(=O)OCc1ccccc1 (some centres not stated) | -1 | . | -2 | . | 4 | 0 | . | 6 | 1 | -3
CCCCN(CC)CCCNC(=S)Nc1ccc2nc(N3CCN(C)CC3)cc(C)c2c1 | -8 | -6 | 3 | 0.0 | 3 | 2 | -3 | -1 | 4 | 4
C=C(C)CSC1=C(C#N)C(c2ccsc2)CC(=O)N1 (configuration not stated) | 1 | 11 | 1 | 0.4 | 5 | -1 | 4 | -1 | 2 | -1
CCn1c(CNC(=O)COc2ccc(C(C)C)cc2)nnc1SCC(=O)Nc1ccccc1F | -6 | 1 | 0 | 1.4 | -3 | 0 | -6 | -2 | 0 | -1
CN1CCN(Cc2cccc3ncccc23)CC1CCO (configuration not stated) | -1 | -4 | 6 | -1.3 | 0 | 1 | 5 | -2 | 4 | 4
Cc1ccc(S(=O)(=O)/N=C(/Nc2ccc([N+](=O)[O-])cc2[N+](=O)[O-])c2ccccc2)cc1 | 8 | -6 | 2 | 2.6 | 6 | -2 | 1 | 1 | 3 | 4
COc1ccc(NC(=O)CN2CCN(S(=O)(=O)N(C)C)CC2)cc1 | -3 | 1 | 0 | 1.3 | 3 | 0 | 3 | 1 | -2 | 2
CCOC(=O)C(C)CC(C)C(=O)N1CCOCCOCCN(C(=O)C(C)CC(C)C(=O)OCC)CCOCC1 (configuration not stated) | -9 | -6 | 4 | 1.0 | 0 | 4 | 1 | -3 | 0 | 6
CCc1nc2ccccc2c(C(=O)Nc2cc(C)ccc2C)c1C | 3 | -8 | -1 | -1.4 | -9 | 4 | -6 | 6 | -1 | 0
Cn1cccc1Cc1nnc(SCC(=O)NCC2CCCO2)n1C (configuration not stated) | 1 | -2 | -3 | -1.4 | 1 | 1 | -1 | 3 | -2 | 6
Cc1ccc(S(=O)(=O)N2[C@@H](c3ccc(Cl)cc3)C(C(=O)O)=CC[C@H]2c2cccc(C)c2)cc1 | 4 | 9 | 0 | -1.2 | 10 | -4 | -7 | 2 | -6 | -5
NC(=O)CSc1cn(CCNC(=O)c2cccs2)c2ccccc12 | 1 | 3 | 2 | -1.3 | -3 | -2 | 1 | -1 | -3 | -2
Cc1cc(C)nc(NS(=O)(=O)c2ccc(NC(=O)COc3ccccc3)cc2)n1 | 7 | 2 | 3 | -3.5 | 5 | 0 | 3 | -1 | 0 | -2
CC(C)CNC(=O)COc1ccccc1[N+](=O)[O-] | 1 | -4 | -1 | 2.5 | -1 | 1 | 0 | 0 | -6 | -1
O=C(N/N=C/c1sc(N2CCCCC2)nc1-c1cccs1)C1CC1 | 0 | 4 | 1 | -7.5 | 8 | -4 | 9 | 0 | -1 | 2
CCCN(c1ccc(C)cc1)c1nc(=O)c2cccnc2s1 | -8 | -11 | 3 | -1.7 | 2 | 0 | . | -2 | 2 | 4
CCOc1ccc(OCC)c(NC(=O)CN(C)S(=O)(=O)c2cnc[nH]2)c1 | 0 | 7 | 0 | 2.8 | -1 | -1 | 5 | 2 | -3 | -7
COc1ccc(OC)c(CN2CCN(CC(=O)Nc3ccccc3C(=O)NC3CC3)CC2)c1 | -4 | -4 | -7 | -2.6 | -3 | 0 | -1 | 3 | -6 | -1
COc1ccc(CN2C(=O)C(C)N(C(=O)c3c(F)cccc3F)c3ccccc32)cc1 (configuration not stated) | -5 | 4 | -3 | -0.7 | -10 | 17 | -16 | 1 | 3 | 6
CCc1ccc(Nc2nnc(SCC(=O)NCCN3C(=O)CSC3=O)s2)cc1 | 1 | -2 | -2 | 0.3 | 0 | -4 | 3 | 3 | 1 | -1
Cc1ccc(S(=O)(=O)N(C)c2ccc(OCC(=O)OCC(=O)N(CC#N)c3ccccc3)cc2)cc1 | 4 | -8 | 2 | 1.3 | 5 | -1 | 0 | -7 | -4 | 0
OCCN1CCN(c2nc3ccccc3nc2-c2ccccc2)CC1 | 1 | 5 | 0 | -1.7 | 1 | 4 | 1 | 2 | -3 | -2
CC1CCCC(N2CCN(C(=O)c3ccccc3F)CC2)C1 (configuration not stated) | -6 | 6 | -1 | -1.6 | 2 | 1 | -1 | -1 | 1 | 4
Cc1ccc(C(=O)OCC(=O)c2c(N)n(C)c(=O)n(C)c2=O)cc1S(=O)(=O)N1CCOCC1 | 1 | 9 | -1 | -0.4 | 2 | 0 | 3 | 0 | -5 | -2
CCOC(=O)C1=C(O)CSC1=Nc1cccc2ccccc12 | -2 | -1 | -2 | 0.4 | 7 | -2 | -12 | -2 | 1 | 4
CSc1ccccc1NC(=O)c1ccccc1 | -1 | 0 | 0 | -1.7 | 2 | 2 | 9 | 1 | -5 | 4

For reference, some entries already given:
SMILES | rCAG binder | TCR CD3 inh | PRMT1 inh | PG9 binder | ABHD4 inh | UHRF1 MBD2 ctr | HTRA1 inh | LEDGF integ inh | MBD2 DNA inh | Rev-erbA mod
CCCN(c1ccc(C)cc1)c1nc(=O)c2cccnc2s1 | -8 | -11 | 3 | -1.7 | 2 | 0 | . | -2 | 2 | 4
CCOc1ccc(OCC)c(NC(=O)CN(C)S(=O)(=O)c2cnc[nH]2)c1 | 0 | 7 | 0 | 2.8 | -1 | -1 | 5 | 2 | -3 | -7
COc1ccc(OC)c(CN2CCN(CC(=O)Nc3ccccc3C(=O)NC3CC3)CC2)c1 | -4 | -4 | -7 | -2.6 | -3 | 0 | -1 | 3 | -6 | -1
COc1ccc(CN2C(=O)C(C)N(C(=O)c3c(F)cccc3F)c3ccccc32)cc1 (configuration not stated) | -5 | 4 | -3 | -0.7 | -10 | 17 | -16 | 1 | 3 | 6
CCc1ccc(Nc2nnc(SCC(=O)NCCN3C(=O)CSC3=O)s2)cc1 | 1 | -2 | -2 | 0.3 | 0 | -4 | 3 | 3 | 1 | -1
Cc1ccc(S(=O)(=O)N(C)c2ccc(OCC(=O)OCC(=O)N(CC#N)c3ccccc3)cc2)cc1 | 4 | -8 | 2 | 1.3 | 5 | -1 | 0 | -7 | -4 | 0
OCCN1CCN(c2nc3ccccc3nc2-c2ccccc2)CC1 | 1 | 5 | 0 | -1.7 | 1 | 4 | 1 | 2 | -3 | -2
CC1CCCC(N2CCN(C(=O)c3ccccc3F)CC2)C1 (configuration not stated) | -6 | 6 | -1 | -1.6 | 2 | 1 | -1 | -1 | 1 | 4

More structures.
SMILES | rCAG binder | TCR CD3 inh | PRMT1 inh | PG9 binder | ABHD4 inh | UHRF1 MBD2 ctr | HTRA1 inh | LEDGF integ inh | MBD2 DNA inh | Rev-erbA mod
O=C(NC1CC2CCCC(C1)N2C(=O)NC1CCCCC1)c1ccccc1 (configuration not stated) | 0 | -7 | 0 | 1.0 | 5 | -3 | 3 | -1 | 4 | -6
COc1cc(OC)c(OC)cc1CN(C)C(c1ccccc1)c1nnnn1-c1ccccc1C (configuration not stated) | -8 | -2 | 3 | 1.8 | -4 | -2 | -2 | -2 | 2 | 0
O=S(=O)(Nc1cccc2ccccc12)c1cccc2nonc12 | 9 | 6 | -4 | -0.2 | 3 | -1 | 10 | 5 | 1 | -5
CCOC(=O)C1(Cc2cccc(OC)c2)CCCN(S(=O)(=O)N(C)C)C1 (configuration not stated) | -9 | 1 | -6 | -3.0 | 1 | 0 | 5 | 8 | -3 | 5
COC(=O)c1cccc(Cn2ccc3ccc(-c4ccc5ccn(C(=O)C6CCCCC6)c5c4)cc32)c1 | 12 | . | 3 | . | 3 | -2 | . | 1 | -5 | 34*

Compound activity from PubChem.

Not all compounds are listed. The share of hits here may be higher or lower than overall.
